Screening results as filed in PubChem.
N370S GC mod: N370S glucocerebrosidase modulation, Gaucher chaperone candidate; N370S GC spleen homogenate, 4MU-glucoside fluorescence; Potency, µM (top dose mostly 59.4 µM), for the others: top-dose activity change, negative = inhibition, most hits filed as inhibitors; hit rate 0.092% among 330,000;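 further: 0% = full enzyme activity and -100% = no enzyme basal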
TDP1 cell noCPT: qHTS for Inhibitors of human tyrosyl-DNA phosphodiesterase 1 (TDP1): qHTS in cells in absence of CPT; DT40 Tdp1-/- hTDP1 cells, no CPT, ATP luminescence, 48 h; Potency, µM (doses to about 46.2 µM), inactives show at the highest dose activity change, negative = growth inhibition, usual class: inhibitors; hit rate 15% among 420,000; further: nearly all actives have a fitted effect of over 55% in size
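DT40 Tdp1-/-;hTDP1 cells, no CPT (DMSO vehicle only), 400 cells/well; compounds pin-transferred; ≥48 hr, 37 °C; CellTiter-Glo 30 min RT dark, luminescence read.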
TDP1 inh: inhibitors of human tyrosyl-DNA phosphodiesterase TDP1. AID 485290. recombinant TDP1, AlphaScreen DNA substrate cleavage. Q9NUW8. hit rate 0.28% among 350,000. Potency, µM (titrated, usually from 130 µM), for the others: top-dose activity change, negative = inhibition, actives largely listed as inhibitors; further: nearly all actives have a fitted effect of over 40% in size
Target sequence (Q9NUW8 whole entry, looked up): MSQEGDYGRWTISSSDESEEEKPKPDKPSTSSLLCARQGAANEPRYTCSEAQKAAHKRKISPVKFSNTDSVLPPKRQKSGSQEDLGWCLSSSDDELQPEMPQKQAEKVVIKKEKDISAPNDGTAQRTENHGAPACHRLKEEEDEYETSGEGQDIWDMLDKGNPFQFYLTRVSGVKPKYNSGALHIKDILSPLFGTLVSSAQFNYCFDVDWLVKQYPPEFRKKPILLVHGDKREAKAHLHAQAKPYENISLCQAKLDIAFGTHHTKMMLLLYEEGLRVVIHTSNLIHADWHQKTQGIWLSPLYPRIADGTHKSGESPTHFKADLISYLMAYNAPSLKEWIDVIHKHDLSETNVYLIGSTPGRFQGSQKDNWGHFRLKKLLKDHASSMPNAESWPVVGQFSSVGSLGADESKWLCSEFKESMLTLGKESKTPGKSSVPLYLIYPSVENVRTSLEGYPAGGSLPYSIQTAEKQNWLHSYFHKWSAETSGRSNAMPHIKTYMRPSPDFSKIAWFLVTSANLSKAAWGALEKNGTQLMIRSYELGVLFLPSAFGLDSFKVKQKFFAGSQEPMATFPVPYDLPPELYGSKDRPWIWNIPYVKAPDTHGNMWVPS
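Signal: AlphaScreen proximity between streptavidin donor and anti-FITC acceptor beads on intact substrate. Reaction: Tdp1 1 nM, substrate 15 nM final, 5 min RT after 15 min compound preincubation.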
Active calls of the source: *; ? = inconclusive; · = no result given; & = joins results of further samples; [ ] = another dose, or the depositor's remark. The call rests on the fitted dose curve; in most records, active means well fitted curve in the direction sought with a large enough effect; inconclusive means small, poorly fitted or top-dose-only effect, or another doubt; inactive means no such curve, though single readings can be large; an effect the other way counts as inactive or inconclusive. Unless noted, on the % scale 0 is the no-effect control and ±100 the full control effect; potency means the concentration at half of the fitted maximal effect.

SMILES	N370S GC mod	TDP1 cell noCPT	TDP1 inh
CCOc1ccc(C(=O)OCC(=O)Nc2cccnc2Cl)cc1OCC	·	-19%	-1%
CCOC(=O)c1ccc(NC(=S)N(CCCN2CCN(C)CC2)Cc2cccs2)cc1	-8%	-14%	2%
COc1ccccc1-c1cc(NC(=O)COc2ccc(C)c(C)c2)n(-c2ccccc2)n1	·	?	3%
COCCCN(C(=O)CSCc1ccc(C)cc1)c1c(N)n(Cc2ccccc2)c(=O)[nH]c1=O	-5%	-1%	1%
Cc1ccc(SCCC(=O)Nc2ccccc2C(=O)NC2CCCCC2)cc1	2%	-20%	-8%
O=C(c1ccncc1)c1ccc(Br)cc1	4%	-18%	5%
Cc1cccc(C(=O)O/N=C(\c2ccccc2)c2cccnc2)c1	?	0%	3%
CSCC[C@H](NC(=O)[C@H](CC(C)C)N1CCC(NC(=O)[C@@H](NC(=O)[C@H](Cc2ccccc2)NC(=O)[C@H](CO)NC(=O)[C@H](CC(=O)O)NC(=O)[C@@H](N)CCCCN)C(C)C)C1=O)C(N)=O (stereo not given in full)	-2%	·	9%
COc1ccc2oc(=N)c(C(=O)NCc3ccccc3)cc2c1	4%	?	3%
Cc1ccc(O)c(C(=O)c2cnc3c(c2)c(-c2ccc(F)cc2)c(C#N)c(=O)n3C)c1	-16%	21µM*	8%
Cn1ncc2c(Nc3cc(Cl)cc(Cl)c3)ncnc21	-18%	?	1%
COc1ccccc1N1CCN(C(=O)c2ccc(Br)o2)CC1	·	-27%	2%
Cc1ccc(-c2nc(CSCC(=O)N3CCOCC3)c(C)o2)cc1	-3%	-16%	0%
O=C(COC(=O)CCOc1ccccc1)NCCc1ccccc1	4%	-23%	0%
Cc1ccc(C(c2nnnn2C(C)(C)C)N(Cc2ccco2)Cc2cccs2)cc1 (stereo not given)	?	?	5%
CN(C(=S)NC(=O)c1ccc(F)cc1)C1CCCCC1	-14%	?	6%
Cc1cc(N2CCOCC2)nc2ccc(NC(=S)N3CCCCC3C)cc12 (stereo not given)	-3%	?	6%
O=C(N/N=C/c1ccccc1O)c1ccncc1	3%	3.7µM*	14%
COc1ccc2[nH]cc(CCNc3nc(-c4cccnc4)nc4ccccc34)c2c1	13µM*	?	·
Cc1ccc(OCc2ccc(C(=O)N3CCCC3)o2)cc1C	15%	?	0%
COc1ccc(Nc2nc(N3CCCC3)nc(N3CCCC3)n2)c(OC)c1	-5%	?	2%
O=C(CCN1CCN(CCO)CC1)Nc1ccc(OCc2ccccc2)cc1	-6%	-16%	2%
COc1ccccc1CN1C(=O)[C@@H]2C(CC(N)=O)NC3(C(=O)Nc4c3ccc(Cl)c4C)[C@@H]2C1=O (stereo not given in full)	5%	-2%	1%
CCN(CC)C(=O)c1sc(NC(=O)c2cccnc2)c(C(=O)OC)c1C	-3%	-26%	6%
COc1ccc(N2CCN(C(=O)C(CCSC)N=C3NS(=O)(=O)c4ccccc43)CC2)cc1 (stereo not given)	9%	-24%	10%
Cc1ccc(NC(=S)NNC(=S)Nc2ccc(C)cc2C)cc1	12%	5.2µM*	-6%
CN(Cc1ccccc1)c1nc2c(c(=O)[nH]c(=O)n2C)n1C	-6%	-12%	0%
Cc1ccccc1NC(=O)CCCn1nc(C)c2c(C)n(-c3ccccc3)nc2c1=O	-8%	?	1%
COc1cccc(OCc2ccc(Cl)cc2)c1C#N	-7%	18µM*	-7%
OCCN1CCN(c2cc(C(F)(F)F)nc3ccccc23)CC1	-10%	-19%	1%
COc1cccc(C(=O)O/N=C(\N)c2ccc([N+](=O)[O-])cc2)c1OC	-17%	?	9%
Cn1cccc1/C=N/NC(=O)CSc1nc2ccccc2[nH]1	-7%	-13%	0%
CCOc1ccccc1/C=C/C(=O)NCC(=O)N1CCC(N(C)C2CCCCC2C)CC1 (stereo not given)	-5%	?	3%
CCC(C(=O)NC1CCCC1)N(C(=O)Cn1nnc(-c2ccc(C)o2)n1)c1ccc(OC)c(OC)c1 (stereo not given)	-7%	-8%	·
COc1ccc(C(=O)OCC(=O)Nc2ccc3[nH]c(=O)[nH]c3c2)cc1	-13%	-10%	-1%
CCc1ccccc1N(C(=O)c1cccs1)C1C=CS(=O)(=O)C1 (stereo not given)	0%	?	-7%
Cc1ccc(NC(=O)COC(=O)CCc2nc3ccccc3n2-c2ccccc2)c(C)c1	4%	-4%	5%
COc1ccc2c(c1)CCc1c(C(=O)N3CCOCC3)noc1-2	0%	-32%	3%
CCOc1ccc(N(CC(=O)Nc2ccccc2C(=O)N2CCOCC2)S(=O)(=O)c2ccc(F)cc2)cc1	-8%	-26%	0%
CCOC(=O)c1ccc(NC(=O)c2cnc(N3CCCC3)nc2C)cc1	·	?	4%
CC(=O)N1CCN(c2ccc(S(=O)(=O)N3CCCCC3)cc2[N+](=O)[O-])CC1	·	?	2%
COCCCNC(=O)Cc1ccc(S(=O)(=O)N2CCOCC2)s1	·	-3%	0%
O=C(Cc1ccc(S(=O)(=O)N2CCOCC2)s1)Nc1ccccc1Br	1%	-5%	-8%
COc1ccc(S(=O)(=O)NC(C)C(=O)NCc2ccccn2)cc1Cl (stereo not given)	-19%	8%	7%
COc1ccccc1C(=O)Oc1cc(N)n(S(=O)(=O)c2ccc(C)cc2)n1	1%	-11%	9%
Cc1cc(=O)oc2ccc(OCc3ccccc3)cc12	5%	?	·
O=c1oc(C2(O)CCCCC2)cc2ccccc12	·	-1%	3%
COc1ccc(/C=N/Nc2cc(C)nc(N3CCOCC3)n2)cc1OC	-5%	?	0%
CCOC(=O)C1=C(O)/C(=C/c2cc(OC)c(O)c(OC)c2)SC1=Nc1ccc(OC)cc1	-17%	?	-3%
O=C(O)C1CCC(CNCc2ccncc2)CC1 (stereo not given)	-5%	7%	·
(more compounds)
SMILES	N370S GC mod	TDP1 cell noCPT	TDP1 inh
CCOc1cc(/C=C/C(=O)NCCc2ccc(S(N)(=O)=O)cc2)ccc1OCC(C)C	-6%	8.2µM*	2%
Cc1ccccc1N1CCN(S(=O)(=O)CC23CCC(CC2NC(=O)C(N)CCS(C)(=O)=O)C3(C)C)CC1 (stereo not given)	-15%	·	8%
CCOc1c(Br)cc(C2C=C(C(=O)O)Nc3ncnn32)cc1OC (stereo not given)	·	32%[activator]	0%
COc1ccccc1N1CCN(CCCCNC(=O)c2ccc3ccccc3c2)CC1	-13%	21µM*	12%[56.1 µM]
CCN(CC)S(=O)(=O)c1cc(C(=O)Nc2ccccn2)ccc1C	-1%	-24%	-2%
COc1cccc(CN(C(=O)CN2C(=O)c3ccccc3S2(=O)=O)C(C(=O)NCC2CCCO2)c2ccco2)c1 (stereo not given)	-2%	-18%	-1%
Cc1cccc(NC2SC(=O)N(CC(=O)O)C2=O)c1 (stereo not given)	25%	-5%	7%[56.1 µM]
CN1CCN(Cc2c(O)ccc3cc(-c4ccc(Cl)cc4)c(=O)oc23)CC1	·	?	3%
CC1CCCC(NC(=O)c2cc(S(=O)(=O)N3CCCCC3)ccc2Cl)C1C (stereo not given)	·	26µM*	0%
Cc1ccc2cccc(N)c2n1	-14%	-11%	1%
Cc1ccc(N(CC(=O)N2CCCCCC2)S(=O)(=O)c2ccccc2)cc1	3%	?	-4%
Cc1cccc(-c2nnc(SCC(=O)O)n2Cc2ccccc2)c1	1%	5%	·
CN(C)c1cccc(C(=O)OCC(=O)c2ccc[nH]2)c1	-7%	-18%	5%
COc1cc(C(=O)NCC2CCCO2)ccc1OCc1ccc(Cl)cc1 (stereo not given)	·	?	0%[56.1 µM]
CC(C)(C#N)NC(=O)C1CCCN1S(=O)(=O)c1ccc2ccccc2c1 (stereo not given)	-12%	?	-14%
O=C(CNC(=O)c1cccs1)NCC(=O)OCc1ccc(F)cc1	-5%	3%	-1%
COc1ccc(-c2cc(=O)c3ccccc3n2C)cc1	0%	-5%	2%
CCN(C(=O)COC(=O)c1cnc(C)cn1)C1CCCCC1	6%	1%	-2%
N#Cc1ccccc1Sc1ccccc1C(=O)Nc1ccccc1	18%	-30%	3%
CCOC(=O)c1sc(NC(=O)/C=C/c2ccc(F)cc2)nc1C	-5%	?	1%
O=C(N/N=C/c1ccco1)c1cc([N+](=O)[O-])cc([N+](=O)[O-])c1	-13%	?	2%
CCC(=C/c1sc2ccc3ccccc3c2[n+]1C)/C=C1\Sc2ccc3ccccc3c2N1C	-2%	0.092µM*	·
COc1ccc(Nc2nc(N(C)c3ccccc3)nc(N)c2[N+](=O)[O-])cc1	-3%	-20%	·
O=C(CN1C(=O)S/C(=C\C=C\c2ccccc2)C1=O)NC1CCS(=O)(=O)C1 (stereo not given)	?	-9%	-2%
CN(C)CC(C)(C)CNC(=O)c1cc(=O)c2ccccc2o1	·	-8%	1%
CC1=C(C(=O)OCC(C)C)C(c2ccsc2)C2=C(CCCC2=O)N1 (stereo not given)	18%	?	-1%
COC(=O)[C@H](CCSC)NC(=O)Nc1ccc(C)cc1	6%	5%	1%
Cc1ccc(-c2cc3ccccc3nc2N2CCCC2)cc1	1%	-30%	?
CCC(C)c1ccccc1NC(=O)c1cccc(-n2cnnn2)c1 (stereo not given)	·	-9%	0%
COc1ccc(C2NC(=O)N(C)C3=C2C(=O)N(c2ccc(Br)cc2)C3)cc1 (stereo not given)	·	?	7%
CCOCCCNC(=O)Cc1ccc(-n2c(CC)nc3cccnc32)cc1	-3%	13%	·
COc1ccc(-c2cc(C(=O)Oc3ccc([N+](=O)[O-])cc3)c3ccccc3n2)cc1	-8%	?	-3%
NCCCC[C@H]1CNC(=O)C(=O)N1CC1CCCCC1	13%	-14%	?
CCc1nnc2c3ccccc3nc(N3CCN(c4cc(C)ccc4C)CC3)n12	·	1.3µM*	4%
Cc1ccn2c(Nc3c(C)cccc3C)c(-c3ccc(Cl)s3)nc2c1	·	18µM*	0%[12.3 µM]
CCOc1ccc2[nH]c3c(NCCOC)ncnc3c2c1	17%	-24%	·
N#Cc1ccc(S(=O)(=O)N2CCN(C(=O)[C@@H]3CCCN3C(=O)c3cccs3)CC2)cc1	·	-6%	2%
Cc1nn2c(=O)cc(CSc3ccccc3NC(=O)c3ccccc3)nc2s1	-4%	1%	2%
CC1CCCC(NC(=O)c2n[nH]c(=O)c3ccccc23)C1C (stereo not given)	15%	-14%	-1%
CC1(C)CC(=O)C2=C(C1)N(CCN1CCOCC1)C1=C(C(=O)CC(C)(C)C1)C2c1ccc(Cl)cc1	-1%	3%	8%
C=CCNC(=O)Nc1ccc(F)cc1F	-6%	-20%	0%
COc1ccc(C)cc1NC(=O)Cn1cnc2sc(C)c(S(=O)(=O)N3CCOCC3)c2c1=O	-5%	-4%	2%
O=C(O)CC12CC3CC(C1)CC(n1ncc(NCc4ccccc4)c(Cl)c1=O)(C3)C2	6%	1%	·
CCC(C)NC(=O)C1CCC(CNS(=O)(=O)c2cccc3nsnc23)CC1 (stereo not given)	-7%	14%&-26%	1%&1%
CCC(CC)c1nnc(NC(=O)CCN2C(=O)c3ccccc3C2=O)s1	0%	2%	7%
COCCNC(=O)c1nn(-c2ccc(Cl)cc2)nc1CO	·	2%	0%
Cc1ccc(NC(=O)CN2CCCN(Cc3cc(C)ccc3C)S2(=O)=O)c(Cl)c1	·	?	8%
Brc1ccc(OCc2cn3ccccc3n2)cc1	-4%	?	0%
Nn1c(SCC(=O)NCc2ccccc2)nncc1=O	-18%	4%	-1%
Cc1cccc(C)c1NC(=O)N1CCN(c2nc3ccccc3s2)CC1	9%	?	-2%

Entries from the list above that contain a thiophene ring, fused or not:
SMILES	N370S GC mod	TDP1 cell noCPT	TDP1 inh
CCOC(=O)c1ccc(NC(=S)N(CCCN2CCN(C)CC2)Cc2cccs2)cc1	-8%	-14%	2%
Cc1ccc(C(c2nnnn2C(C)(C)C)N(Cc2ccco2)Cc2cccs2)cc1 (stereo not given)	?	?	5%
CCN(CC)C(=O)c1sc(NC(=O)c2cccnc2)c(C(=O)OC)c1C	-3%	-26%	6%
CCc1ccccc1N(C(=O)c1cccs1)C1C=CS(=O)(=O)C1 (stereo not given)	0%	?	-7%
COCCCNC(=O)Cc1ccc(S(=O)(=O)N2CCOCC2)s1	·	-3%	0%
O=C(Cc1ccc(S(=O)(=O)N2CCOCC2)s1)Nc1ccccc1Br	1%	-5%	-8%
O=C(CNC(=O)c1cccs1)NCC(=O)OCc1ccc(F)cc1	-5%	3%	-1%
CC1=C(C(=O)OCC(C)C)C(c2ccsc2)C2=C(CCCC2=O)N1 (stereo not given)	18%	?	-1%
Cc1ccn2c(Nc3c(C)cccc3C)c(-c3ccc(Cl)s3)nc2c1	·	18µM*	0%[12.3 µM]
N#Cc1ccc(S(=O)(=O)N2CCN(C(=O)[C@@H]3CCCN3C(=O)c3cccs3)CC2)cc1	·	-6%	2%
COc1ccc(C)cc1NC(=O)Cn1cnc2sc(C)c(S(=O)(=O)N3CCOCC3)c2c1=O	-5%	-4%	2%

Some of the compounds tested. The share of hits here may be higher or lower than overall.
